PfHsp40 yeast: restores yeast growth despite PfHsp40 toxicity; 0.68% of 340,000 active; S. cerevisiae expressing PfHsp40, growth rescue, ATP luminescence; growth rescue, % at 12.5 µM; AID 504582; in the data active = growth rescue above about 28%, passing the limit was not always enough; inconclusive = no clear call, values can overlap the other calls;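 note: yeast W303a lacking pdr1 and pdr3 grown in galactose medium; growth measured after three days at 30 °C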
BoNT A protease: blocks Botulinum neurotoxin A light chain protease; AID 588499; 0.17% of 360,000 active; inhibition, % at 10 µM; multiplex microsphere protease substrate cleavage, flow cytometry; note: plate controls were buffer without enzyme for full effect and enzyme alone for no effect
CCHF vOTU inh: blocks the CCHF virus ovarian tumor domain protease; CCHFV vOTU protease, Pep-AMC fluorescence; inhibition, % at 11.5 µM; 0.55% of 370,000 active; AID 651958; in the data active = inhibition above about 30%; note: 0% = vehicle wells with enzyme and 100% = no enzyme wells
TcdB GH inh: inhibitors of Clostridioides difficile toxin B glycohydrolase; P18177; TcdB glycohydrolase enzymatic assay, plate reader; inhibition, % at 9.99 µM; 0.24% of 350,000 active; in the data active = inhibition above about 10%
Yp Topo-I inh: blocks Yersinia pestis topoisomerase I activity | Y. pestis Topo-I cleavage product accumulation, plate reader | 0.064% of 360,000 active | activity, % at 10 µM | AID 504884; in the data active = activity above about 50%, passing the limit was not always enough; inconclusive = no clear call, values can overlap the other calls; note: inactives centre near 2
Anthrax LF prot: anthrax lethal factor protease inhibition; P15917; multiplex microsphere protease cleavage assay, LF; inhibition, % at 10 µM; 0.12% of 360,000 active; AID 588501; note: plate controls were buffer without enzyme for full effect and enzyme alone for no effect
Target sequence (P15917 whole entry, looked up): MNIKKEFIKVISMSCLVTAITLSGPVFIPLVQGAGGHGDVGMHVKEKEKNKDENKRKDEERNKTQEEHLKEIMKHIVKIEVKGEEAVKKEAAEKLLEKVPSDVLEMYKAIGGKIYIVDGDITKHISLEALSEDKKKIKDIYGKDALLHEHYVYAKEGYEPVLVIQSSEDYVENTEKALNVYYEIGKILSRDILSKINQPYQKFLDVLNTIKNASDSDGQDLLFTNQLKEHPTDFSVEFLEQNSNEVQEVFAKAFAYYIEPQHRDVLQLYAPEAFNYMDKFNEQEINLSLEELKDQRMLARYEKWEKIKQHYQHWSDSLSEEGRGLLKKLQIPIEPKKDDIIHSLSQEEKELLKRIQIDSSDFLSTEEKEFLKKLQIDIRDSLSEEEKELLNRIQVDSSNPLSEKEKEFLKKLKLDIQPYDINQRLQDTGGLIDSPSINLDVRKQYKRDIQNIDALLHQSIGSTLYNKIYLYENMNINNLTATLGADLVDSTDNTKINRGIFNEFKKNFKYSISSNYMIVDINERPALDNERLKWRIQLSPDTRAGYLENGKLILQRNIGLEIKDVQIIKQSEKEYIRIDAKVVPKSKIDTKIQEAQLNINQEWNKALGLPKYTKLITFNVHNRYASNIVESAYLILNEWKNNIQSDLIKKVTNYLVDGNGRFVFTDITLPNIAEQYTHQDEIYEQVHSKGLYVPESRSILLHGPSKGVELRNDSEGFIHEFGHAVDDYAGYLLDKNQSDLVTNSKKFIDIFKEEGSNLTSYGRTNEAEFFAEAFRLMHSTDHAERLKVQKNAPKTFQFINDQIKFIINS
PrPC TRFRET: cell surface PrPC inhibition, primary TR-FRET screen; TR-FRET read-out; 0.43% of 370,000 active; AID 720596; P04156; inhibition, % at 13.8 µM; in the data active = inhibition above about 24%; note: 0% = median of the test wells and 100% = reference compound wells
FadD28 FP inh: M. tuberculosis FadD28 bisubstrate binding inhibition; FadD28 bisubstrate probe binding, fluorescence polarization; inhibition, % at 12.5 µM; 0.22% of 360,000 active; AID 588549; in the data active = inhibition above about 8.5%, passing the limit was not always enough; inconclusive = no clear call, values can overlap the other calls
BoNT F protease: inhibitors of Botulinum neurotoxin F light chain protease; Multiplex microsphere protease cleavage assay, flow cytometry; inhibition, % at 10 µM; 0.22% of 360,000 active; AID 588497; in the data active = inhibition above about 35%, passing the limit was not always enough; inconclusive = no clear call, values can overlap the other calls; note: plate controls were buffer without enzyme for full effect and enzyme alone for no effect
* hit, by the source's call; u = inconclusive; x = not tested or not shown; & = joins results of further samples. Cut-off read from the data, not from the text of the source, unless noted: active = inhibition above about 30%; inconclusive = no clear call, values can overlap the other calls; inactive = below that.

SMILES	PfHsp40 yeast	BoNT A protease	CCHF vOTU inh	TcdB GH inh	Yp Topo-I inh	Anthrax LF prot	PrPC TRFRET	FadD28 FP inh	BoNT F protease
COc1ccc(C(C(=O)NCC2CCCO2)N(C(=O)Cn2nnc3ccccc32)c2ccc(NC(C)=O)cc2)cc1OC (stereo not given)	-0.2	2.0	2	1.8	0	-1	7	-2.8	0
CC(C)Cn1c(=O)c2c(nc3n2CCCN3Cc2ccccc2)n(C)c1=O	1.8	0.7	-10	0.3	13	18	6	2.2	-2
CC(=O)c1c(C)[nH]c(C(=O)NC2CCSc3ccccc32)c1C (stereo not given)	0.3	-2.3	4	1.0	8	-2	3	-3.8	-5
CCN(Cc1nc(-c2ccccc2)no1)C(=O)COc1cccc(OC)c1	-2.2	0.2	10	-8.6	-2	-7	1	-1.0	3
C/C(=N/NC(=O)CN1CCN(S(=O)(=O)c2ccc(Br)cc2)CC1)c1cccnc1	0.4	-0.6	5	x	-3	0	-1	-3.5	-4
O=C(NCc1ccc2c(c1)OCO2)C1CCCN(C(=O)c2ccc(Cl)cc2)C1 (stereo not given)	-0.5	x	8	x	8	x	9	-2.6	x
NS(=O)(=O)c1cccc(NC(=O)c2ccc3nc[nH]c3c2)c1	-1.7	-4.6	12	0.7	2	-18	6	x	-19
Cc1cc(-c2n[nH]c(=S)n2/N=C/c2ccc(Br)s2)n[nH]1	-0.9	0.0	7	x	0	0	-7	-2.1	-2
CCSc1nc2sc3c(c2c2[n+]1CC(CBr)O2)CCCC3 (stereo not given)	x	-0.8	-14	0.5	23	-1	4	-15	-13
OCCN(Cc1ccccc1)Cc1ccc(C(F)(F)F)cc1	-0.7	-0.4	4	x	11	-5	-3	-2.8	5
COC(=O)c1ccc(-n2nnnc2SCC(=O)Nc2ccccc2F)cc1	-0.1	-4.0	-8	0.0	9	-8	-2	-0.5	u
COc1cccc(OC)c1OCCCCN1CCCC1	-1.4	0.6	2	x	-5	2	-5	-3.7	7
O=C(N/N=C\c1cn[nH]c1-c1ccccc1)c1cccnc1	-1.4	-0.8	4	-0.4	-3	-3	10	-0.5	-5
CC(=O)c1ccc(-c2nnc(CCC(=O)N(C)Cc3c(C)nc4ccccn34)o2)s1	-0.3	0.0	-2	0.6	14	-2	-9	1.4	-2
COc1ccc(-c2nc(SC(CC(=O)NCCO)c3cccs3)n[nH]2)cc1 (stereo not given)	-0.8	-1.3	-1	2.2	2	6	3	-3.8	-1
COc1ccc(CCNC(=O)CSCc2ccc(Cl)cc2)cc1OC	1.5	0.0	-9	0.8	9	0	9	-2.8	-5
CCNc1ccc(C2(O)C(=O)c3ccccc3C2=O)cc1	-1.0	0.5	6	x	-4	0	-1	0.6	-4
Cc1ccc(C(=O)N/C(=C\c2ccccc2)C(=O)NCCN2CCOCC2)cc1	-2.2	-1.7	-13	0.9	3	-18	-3	-1.9	-6
NC(=S)N/N=C/c1ccc(-c2ccc(Cl)c(Cl)c2)o1	u	0.4	4	x	-13	-2	5	-3.6	1
CCN1C(=NCc2cc(OC)c(OC)c(OC)c2)N[C@@H](c2ccccc2)C(C(=O)OC)=C1C	-1.1	-0.4	x	x	-4	-4	x	-1.6	-5
COc1ccc(NC(=O)N(C)C[C@@H]2OCc3cn(nn3)CCCC(=O)N([C@H](C)CO)C[C@H]2C)c(OC)c1	x	0.1	21	0.8&-0.5	-14	-1	6	-2.0	-1
COc1cc(C(=O)O/N=C(\N)Cc2ccc([N+](=O)[O-])cc2)cc(OC)c1OC	x	-6.8	-8	1.6	-4	4	-3	-1.8	u
O=C(/C=C\c1ccccc1)Oc1cccc2cccnc12	-4.7	0.5	9	0.6	12	0	-7	-3.3	-2
O=[N+]([O-])c1cccc(/C=C/c2nc3ccc([N+](=O)[O-])cc3[nH]2)c1	-0.4	1.9	10	x	4	-1	-8	-12	-14
COCCNC(=O)c1c[nH]n2c(=O)cc(C3CCN(C(=O)OC(C)(C)C)CC3)nc12	0.4	-0.1	1	0.0	1	-1	1	-1.0	-5
Additional structures follow:
SMILES	PfHsp40 yeast	BoNT A protease	CCHF vOTU inh	TcdB GH inh	Yp Topo-I inh	Anthrax LF prot	PrPC TRFRET	FadD28 FP inh	BoNT F protease
CCc1cccc(NS(=O)(=O)c2ccc3c(c2)NC(=O)C(C)S3)c1 (stereo not given)	3.7	-0.5	18	0.0	14	-3	10	-2.0	0
C/C(=N\Nc1ccc(Cl)cc1)c1c(O)cc(C)oc1=O	2.4	0.2	4	1.3	-3	-1	7	0.7	4
Cc1cc(CN2C(=O)c3ccccc3C2=O)no1	-1.9	-0.7	-7	x	-10	-5	1	-1.1	-1
O=C(c1ccccc1)c1ncc[nH]1	-0.8	1.3	6	0.6	3	-12	-8	-1.9	-8
Cc1c(C(C)(C)C)s/c(=N/S(=O)(=O)c2ccccc2)n1C	-1.0	3.9	-1	2.2	6	-5	-3	0.1	u
Cc1ccc(C(=O)Nc2c(C)cc(C)c3cccnc23)cc1	-0.4	2.9	-11	0.5	-5	-6	1	-1.1	-22
CC(C)NC(=O)CN1C(=O)c2cccc3cccc1c23	0.5	-6.4	-4	0.6	0	-3	-4	0.6	u
CS(=O)(=O)c1ccc(Cl)c(NC(=O)c2cccc(Br)c2)c1	-1.6	-1.6	-12	x	14	-1	-7	0.5	-36
CC1(C)SC(=S)N(/N=C/c2ccccc2O)C1N(O)C(=O)Nc1ccccc1 (stereo not given)	1.9	-1.2	5	0.8	2	4	3	0.8	-2
CC(NC(=O)CSc1cccc(C(F)(F)F)c1)c1ccccc1 (stereo not given)	5.6	0.0	16	1.1	2	1	4	-6.3	-3
Cc1ccc(NC(=O)[C@H](Cc2c[nH]c3ccccc23)NC(=O)[C@@H]2Cc3ccccc3CN2)c(C)c1	2.4	1.2	3	-0.1	2	1	-5	-4.3	-5
COc1ccc([C@H]2CC(=O)C=C(c3cc(F)ccc3F)C2)cc1OC	2.2	0.0	-3	-3.6	14	-8	11	-4.6	-1
Clc1ccc(-c2c[n+](Cc3ccc(Cl)cc3Cl)c3n2CCCCC3)cc1	0.8	x	12	-7.1	7	x	10	0.0	x
O=C(OC(C(=O)NCc1ccccc1)c1ccccc1)c1ccco1 (stereo not given)	-0.6	-1.6	1	1.1	-1	2	2	-0.1	-4
COc1ccccc1C(=O)NCCC(=O)N(C)CC(=O)Nc1ccccc1Br	0.8	0.4	-1	0.7	-1	-4	2	-0.7	-3
CC(=O)c1cccc(NC(=O)c2ccc(S(=O)(=O)N3CCCC3)cc2)c1	0.0	-1.2	0	1.3	2	-14	-2	-1.9	-4
Cc1ccccc1C(=O)Nc1nnc(S(=O)(=O)N2CCCCCC2)s1	-1.6	-0.4	4	1.7	-6	10	1	-0.9	-3
Cc1ccc(F)cc1S(=O)(=O)NCc1ccc(N2CCN(C)CC2)cc1	x	0.9	-9	-4.0	-10	2	-5	0.4	-1
N#C/C(=C\C1CC2C=CC1C2)c1nc2ccccc2[nH]1 (stereo not given)	0.1	0.4	1	x	5	-8	-6	1.4	2
O=C(CCc1nc2sc3c(c2c(=O)[nH]1)CCCC3)NCCOc1ccccc1	-1.5	-3.7	1	0.4	14	1	5	-1.4	4
COc1ccc(NC(=O)C2CCN(C(=O)C3CC(=O)N(c4ccc(C)cc4)C3)CC2)cc1 (stereo not given)	0.6	-0.1	1	0.9	11	-12	-6	0.8	-6
C[C@H](NC(=O)N1CCn2c1nc1ccccc12)C(=O)NCc1ccccc1	-1.2	1.0	14	2.4	-10	1	0	-3.0	0
CCN(CC)C(=O)C1=C(C)N(CCC2=CCCCC2)C(=O)C(CC(=O)NCCCCc2ccccc2)C1 (stereo not given)	x	0.1	8	-2.9	34	2	17	-0.3	7
O=C(CSc1ccc(Cl)cc1)N1CCCC1	-1.7	0.4	9	-0.8	4	0	3	-1.8	1
CCc1ccc(NC(=O)C/C(C)=N/NC(=O)OCc2ccc(OC)cc2)cc1	-1.9	0.4	13	1.4	1	-7	10	-2.3	4

An excerpt from above, limited to Yp Topo-I inh.
smiles | Yp Topo-I inh
C/C(=N/NC(=O)CN1CCN(S(=O)(=O)c2ccc(Br)cc2)CC1)c1cccnc1 | -3
O=C(NCc1ccc2c(c1)OCO2)C1CCCN(C(=O)c2ccc(Cl)cc2)C1 (stereo not given) | 8

Back to the main list, starting two compounds before the break.
SMILES	PfHsp40 yeast	BoNT A protease	CCHF vOTU inh	TcdB GH inh	Yp Topo-I inh	Anthrax LF prot	PrPC TRFRET	FadD28 FP inh	BoNT F protease
O=C(CSc1ccc(Cl)cc1)N1CCCC1	-1.7	0.4	9	-0.8	4	0	3	-1.8	1
CCc1ccc(NC(=O)C/C(C)=N/NC(=O)OCc2ccc(OC)cc2)cc1	-1.9	0.4	13	1.4	1	-7	10	-2.3	4
Cn1c(=O)c2c(ncn2CC(=O)OCC(=O)c2ccc(Br)cc2)n(C)c1=O	x	1.5	32*	-3.1	3	-4	8	-2.4	8
Cn1c(N)c(C(=O)COC(=O)CCc2ccccc2)c(=O)n(C)c1=O	-0.1	-0.8	12	8.1	6	3	-7	-4.9	-5
COc1ccc(-n2nnc3c(=O)n(CC(=O)OCc4ccccc4)cnc32)cc1	-0.9	0.2	-2	0.0	1	4	-1	-1.8	7
O=C(Cc1cccc(F)c1)N1CCOCC1	1.0	-0.5	-6	1.7	-1	-8	3	-1.2	6
O=C(NCCc1ccccc1)c1cc(S(=O)(=O)N2CCOCC2)ccc1F	0.8	0.1	-3	x	5	-1	2	-0.6	-7
O=C(CNc1ccccc1)N/N=C/c1ccc([N+](=O)[O-])o1	-1.3	-2.6	10	x	-3	-1	-39	-1.5	-7
CC(C)Oc1cccc(NC(=O)C2(C)CCN2C(=O)C(C)C)c1 (stereo not given)	x	-0.3	16	2.4	-5	-8	-3	-2.0	-2
O=c1n(CC2CO2)c(=O)n(CC2CO2)c(=O)n1CC1CO1 (stereo not given)	0.0	-0.4	3	0.0	4	-4	-5	-2.6	4
Cc1ccc(S(=O)(=O)Nc2nc3ccccc3nc2NCc2ccco2)cc1	3.2	17	-11	x	7	15	2	2.5	11
CSCCC(NC(=O)c1ccc(Cl)cc1Cl)C(=O)OC(C)C(=O)NCc1ccco1 (stereo not given)	0.1	-2.3	-9	0.9	-6	-4	-1	-0.4	3
CC(O)CNCc1ccc(Cl)cc1Cl (stereo not given)	0.5	-0.7	-11	0.4	-1	0	-4	-1.3	-3
Cc1[nH]c(=S)[nH]c(=O)c1CCOc1ccccc1	-0.5	-0.7	-3	x	9	-4	3	1.6	10
CC(NC(N)=O)C(=O)NCC(=O)OCc1ccccc1 (stereo not given)	-0.3	-0.8	0	1.2	10	-6	-3	-4.3	-4
CCN(CC)c1ccc(/C=C2\C(=O)NC(=O)N(Cc3ccco3)C2=O)cc1	1.2	0.6	4	x	3	0	7	-3.2	-5
COc1cc(C=O)ccc1OCCCOc1ccc([N+](=O)[O-])cc1	-1.6	1.6	-2	0.8	3	1	-7	-2.7	-3
CCc1ccccc1OCC(=O)Nc1cc(S(=O)(=O)N2CCOCC2)ccc1N1CCCCC1	4.1	2.1	12	2.1	38	-6	-5	-0.7	5
CCCCOc1ccc(OC(=O)Nc2cc(Cl)ccc2OC)cc1	-2.0	-1.9	-7	0.3	-6	5	4	-0.3	8
CCc1ccc(CN2CCCC(C(=O)Nc3ccc(-c4cscn4)cc3)C2)o1 (stereo not given)	3.1	-0.5	11	2.3	5	-2	-1	-2.1	1
O=C(Nc1ccccc1)c1nn(-c2cccc(C(F)(F)F)c2)ccc1=O	3.6	-1.8	8	0.2	19	-5	-6	-0.9	-4
O=C(CSc1nc2ccc([N+](=O)[O-])cc2[nH]1)NC1CCCC1	0.4	0.8	-1	x	4	1	-1	-2.9	-5
O=C(O)c1ccc(N/N=C/c2cc(Br)cs2)cc1	u	-2.3	5	0.5	-9	5	11	u	-8
Cc1ccc(NC(=O)Cc2nc(COC(=O)Cc3cccc(C(F)(F)F)c3)cs2)cc1	-0.3	8.8	7	1.6	-2	0	3	-1.2	16
COc1cccc(/C=C/C(=O)OCC(=O)Nc2ccc(Cl)c(S(=O)(=O)N(C)C)c2)c1	-0.4	-0.4	-10	1.2	27	3	-4	-1.1	-8

Source: PubChem BioAssay (several laboratories)
